From PubChem BioAssay
EPAC1 antagonist – antagonists of human EPAC1; 0.14% of 360,000 active; AID 720709; EPAC1 GEF assay, Rap1b-BODIPY-GDP exchange fluorescence; O95398; Potency, µM (highest dose often 115 µM), for inactives: top-dose activity change, negative = inhibition, usual class: inhibitors;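 also: potency is read from the fitted curve at half-maximal effect; plate controls were vehicle for no effect and positive control for full effect; nearly all actives have a fitted effect of over 50% in size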
GLP-1R agonist – activates the human GLP-1 receptor | AID 624172 | 0.007% of 380,000 active | Potency, µM (highest dose often 45.6 µM), for the others: at the highest dose activation, most hits filed as activators | HEK293 GLP-1R CRE-luciferase, luminescence, 4-6 h; cells express a hypersensitive GLP-1R form; also: potency is read from the fitted curve at half-maximal effect; % of control where 0% means no effect
PLK1 PBD inh – inhibitors of human PLK1 polo-box domain binding | Plk1 PBD binding of FITC phosphopeptide, fluorescence polarization | Potency, µM, without a hit: max response, negative = inhibition, actives largely listed as inhibitors | 2.8% of 360,000 active | AID 720504; also: potency is read from the fitted curve at half-maximal effect; series mostly up to about 57 µM; % is scaled to controls: 0 for no effect and ±100 for the full control effect; nearly all actives have a fitted effect of over 65% in size
IL2 activator – activates IL-2 in a cell-based reporter assay; activation, % (series mostly up to about 46 µM); AID 652025; 0.065% of 360,000 active; IL-2 activation reporter assay, cell-based qHTS; stimulated with anti-CD3/CD4/CD28 beads; in transgenic mouse T cells; in the data active = activation above about 50%; inconclusive = mostly about 30% to 49%; also: 0% is about no effect
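Screening format: compound pinned onto unstimulated transgenic mouse T cells, 60 min incubation, then anti-CD3/anti-CD4/anti-CD28 bead stimulation for 18 hours at 37 degrees C, followed by EGFP and DsRed detection.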
PTHR1 agonist – activates the human parathyroid hormone receptor PTHR1. Q03431. HEK293 GP2 PTHR1 cells, GloSensor cAMP luminescence, 1 h. Potency, µM (series often up to 115 µM), for the others: top-dose activation, usual class: activators. 0.075% of 410,000 active. AID 743266; also: potency is read from the fitted curve at half-maximal effect; nearly all actives have a fitted effect of over 55% in size; some results filed as inactive show a strong effect at the top dose; inactives centre near -15; many of its hits are not listed in these tables
Target sequence (Q03431 whole entry, looked up): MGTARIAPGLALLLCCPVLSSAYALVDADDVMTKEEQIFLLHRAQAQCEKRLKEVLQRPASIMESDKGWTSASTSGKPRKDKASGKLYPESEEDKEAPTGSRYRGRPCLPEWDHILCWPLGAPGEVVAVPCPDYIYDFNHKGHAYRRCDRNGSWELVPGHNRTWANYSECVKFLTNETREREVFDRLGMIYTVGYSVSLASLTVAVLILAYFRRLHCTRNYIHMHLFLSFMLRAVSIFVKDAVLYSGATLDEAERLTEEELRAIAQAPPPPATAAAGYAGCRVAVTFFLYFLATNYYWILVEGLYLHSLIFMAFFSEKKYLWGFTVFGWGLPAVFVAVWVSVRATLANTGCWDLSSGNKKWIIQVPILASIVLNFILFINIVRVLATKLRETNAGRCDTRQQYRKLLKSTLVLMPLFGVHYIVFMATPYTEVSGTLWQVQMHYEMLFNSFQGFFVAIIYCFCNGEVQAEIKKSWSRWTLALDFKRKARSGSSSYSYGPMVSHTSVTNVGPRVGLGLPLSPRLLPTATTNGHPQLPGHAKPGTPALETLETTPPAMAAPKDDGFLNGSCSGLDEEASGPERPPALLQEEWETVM
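HEK-293-derived GP2 cells expressing PTHR1 and a GloSensor cAMP reporter, 3,000/well, plated overnight, given luciferin plus IBMX (each 0.5 mM as added) for 1 h at 37 °C, then compound for 1 h at 37 °C. Luminescence was read after 15 min at room temperature.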
HEK293 tox – cytotoxicity in counter-screen for GLP-1R inverse agonists. HEK293 cAMP-luciferase reporter cells, luminescence, 24 h. Potency, µM (top dose mostly 38.3 µM), inactives show top-dose activity change, negative = inhibition, most hits filed as inhibitors. 0.13% of 410,000 active;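 also: loss of luciferase light is scored as toxicity; potency is read from the fitted curve at half-maximal effect; % is scaled to controls: 0 for no effect and ±100 for the full control effect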
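1536-well qHTS counterscreen of the MLSMR; 200 cells/uL, 12 h pre-incubation, 23 nL cpd, 24 h at 37 deg C 5% CO2, luciferase detection reagent, 12 min RT, luminescence. Inhibition = undesired.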
EPAC1 ag – EPAC1 (human) agonism | EPAC1 agonist qHTS, biochemical assay; response scale: 100% = response to 6.5 mM cAMP | 0.073% of 360,000 active | O95398 | AID 720707 | Potency, µM (titrated, usually from 154 µM), without a hit: at the highest dose activation, actives largely listed as activators; also: potency is read from the fitted curve at half-maximal effect; nearly all actives have a fitted effect of over 60% in size
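Nucleotide exchange assay: 100 nM EPAC1 with 250 nM Rap1B loaded with BODIPY-GDP and 50 uM GDP, room temperature. Fluorescence (480/540 nm) read every 5 min for 30 min; signal change normalized to 6.5 mM cAMP as full agonist.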
PI5P4K alpha inh – inhibitors of human PI5P4K alpha; PI5P4Kalpha enzyme, ADP-Glo luminescence, 60 min; stronger effect = lower value; max response, %; 1.2% of 330,000 active; AID 652105; active = max response of -50% or lower; inconclusive = between -30% and -50%; inactive = -30% or higher; also: value at the top dose of about 77 µM; % is scaled to controls: 0 for no effect and ±100 for the full control effect
Target sequence (P48426 whole entry, looked up): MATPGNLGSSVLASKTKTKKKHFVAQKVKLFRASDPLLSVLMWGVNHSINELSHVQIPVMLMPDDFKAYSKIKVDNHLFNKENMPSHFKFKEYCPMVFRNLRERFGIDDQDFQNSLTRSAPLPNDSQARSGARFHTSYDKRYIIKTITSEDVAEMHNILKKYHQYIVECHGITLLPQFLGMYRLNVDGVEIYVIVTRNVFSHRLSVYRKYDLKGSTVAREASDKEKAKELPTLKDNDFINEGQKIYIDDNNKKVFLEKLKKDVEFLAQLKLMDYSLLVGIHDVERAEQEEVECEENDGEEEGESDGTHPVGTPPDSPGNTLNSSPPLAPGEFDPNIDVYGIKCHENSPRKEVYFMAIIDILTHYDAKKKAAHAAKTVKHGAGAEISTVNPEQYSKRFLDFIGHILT
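Human PI5P4Kalpha with substrate in 0.038 M HEPES pH 7.4, 0.28 mM EGTA, 0.1% CHAPS, 5% DMSO; reaction started with 5 microM ATP (final), 60 min at room temperature. ADP formed read by ADP-Glo luminescence.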
GLP1R inv ag – GLP-1 receptor (human) inverse agonism | Potency, µM (titrated, usually from 38.3 µM), inactives show at the highest dose activity change, negative = inhibition, most hits filed as inhibitors | P43220 | HEK293 GLP-1R CRE-luciferase, luminescence, 24 h; GLP-1R form is constitutively active | 1.6% of 410,000 active; also: potency is read from the fitted curve at half-maximal effect; % is scaled to controls: 0 for no effect and ±100 for the full control effect; nearly all actives have a fitted effect of over 55% in size
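Using stably transfected HEK293 (constitutively active GLP-1R, cAMP-luciferase reporter), compounds were incubated 24 hr and luciferase measured by luminescence.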
* marks the source's active call; other numbers are inactive results; i = inactive; ? = inconclusive; nt = no result given; & = joins results of further samples; [ ] = another dose, or the depositor's remark. Unless noted, calls follow the shape of the dose curve; as a rule, active = well fitted curve in the direction sought with a large enough effect; inconclusive = small, poorly fitted or top-dose-only effect, or another doubt; inactive = no such curve, though single readings can be large; an effect the other way counts as inactive or inconclusive. This is a subset; rates above refer to the full screens.

Short forms: A = EPAC1 antagonist; B = GLP-1R agonist; C = PLK1 PBD inh; D = IL2 activator; E = PTHR1 agonist; F = HEK293 tox; G = EPAC1 ag; H = PI5P4K alpha inh; I = GLP1R inv ag
(1) COc1ccc(C2CC(=O)c3cnc(NC(=O)c4cc(OC)cc(OC)c4)nc3C2)cc1 (configuration not stated)
  A = 3%; B = 1%; C = 0%; D = -0.4; E = i; F = -15%; G = -3%; H = -1; I = 8%
(2) NC(=O)c1cc([N+](=O)[O-])ccc1NCc1cccc([N+](=O)[O-])c1
  A = -1%; B = 11%; C = -16%; D = 3.5; E = -24%; F = 0%; G = -21%; H = -18; I = -2%
(3) O=c1[nH]nc(-c2ccc[nH]2)[nH]1
  A = 6%; B = 0%; C = -10%; D = -1.1; E = i; F = -2%; G = -6%; H = 3; I = 4%
(4) Cc1ccc(OCCC(=O)OCC(=O)C(C)(C)C)cc1
  A = 15%; B = 6%; C = 2%; D = -0.8; E = i; F = -13%; G = -5%; H = 6; I = 2%
(5) Cc1cc([N+](=O)[O-])ccc1NCc1cccc2ccccc12
  A = 2%; B = 10%; C = -4%; D = -1.0; E = i; F = -8%; G = 14%; H = nt; I = -28%
(6) COCCCn1c(C)csc1=Nc1cccnc1
  A = -3%; B = 1%; C = -3%; D = -3.4; E = 0%; F = -2%; G = -11%; H = 8; I = 6%
(7) N=C1/C(=C/c2ccc(OCc3ccccc3F)cc2)C(=O)N=C2SC(CC(=O)N3CCOCC3)=NN12
  A = -9%; B = -3%; C = 38µM*; D = -4.4; E = -9%; F = -1%; G = 5%; H = -25; I = 6%
(8) CCOC(=O)c1ccc(NC(=O)C2CCN(S(=O)(=O)c3ccc4c(c3)CCCC(=O)N4)CC2)cc1
  A = nt; B = 6%; C = nt; D = nt; E = -20%; F = -21%; G = nt; H = nt; I = 3%
(9) CCOC(=O)C1=NN(C(C)=O)C2(CC(=O)N(c3cc(C)cc(C)c3)C2=O)C1 (configuration not stated)
  A = 5%; B = 53%; C = 0%; D = 2.9; E = i; F = 3%; G = 8%; H = 11; I = 4%
(10) Cc1noc(C)c1C(=O)NCCCc1ccccc1
  A = -13%; B = 24%; C = -3%; D = 2.9; E = i; F = 4%; G = -2%; H = nt; I = 3%
(11) O=C1Nc2ccc3sc4ccccc4c3c2C1=O
  A = -5%; B = -2%; C = -6%; D = -5.5; E = i; F = -3%; G = -6%; H = 3; I = 58%[activator]
(12) Nc1c(Cl)ncnc1N/N=C/c1ccccn1
  A = 3%; B = -5%; C = -11%; D = 0.3; E = -6%; F = -8%; G = 13%; H = -7; I = ?
(13) CCN1CCN(c2ccc(S(=O)(=O)N3CCCCC3)cc2NC(=O)c2cccc(F)c2)CC1
  A = -17%; B = 23%; C = -9%; D = 2.3; E = i; F = 0%; G = 8%; H = -5; I = -26%
(14) Cc1ccc2c(CC(=O)O)coc2c1
  A = 0%; B = 9%; C = -9%; D = 1.1; E = 4%[57.5 µM]; F = 19%; G = 5%; H = 5; I = -2%
(15) CC(C)NC(=O)C(=O)N/N=C/c1ccco1
  A = 4%; B = -4%; C = 1%; D = -0.8; E = -6%[57.5 µM]; F = 5%; G = -6%; H = nt; I = 33%[activator]

Single records, from the list above.
Profile of Cc1cc([N+](=O)[O-])ccc1NCc1cccc2ccccc12 → EPAC1 antagonist = 2%; GLP-1R agonist = 10%; PLK1 PBD inh = -4%; IL2 activator = -1.0; PTHR1 agonist = i; HEK293 tox = -8%; EPAC1 ag = 14%; PI5P4K alpha inh = nt; GLP1R inv ag = -28%
Profile of Cc1noc(C)c1C(=O)NCCCc1ccccc1 → EPAC1 antagonist = -13%; GLP-1R agonist = 24%; PLK1 PBD inh = -3%; IL2 activator = 2.9; PTHR1 agonist = i; HEK293 tox = 4%; EPAC1 ag = -2%; PI5P4K alpha inh = nt; GLP1R inv ag = 3%

New compounds follow
Short forms: A = EPAC1 antagonist; B = GLP-1R agonist; C = PLK1 PBD inh; D = IL2 activator; E = PTHR1 agonist; F = HEK293 tox; G = EPAC1 ag; H = PI5P4K alpha inh; I = GLP1R inv ag
(16) O=C1CN(CC(=O)Nc2cccc(Cl)c2Cl)c2ccccc2N1
  A = -6%; B = 9%; C = ?; D = 0.4; E = i; F = 1%; G = 6%; H = -9; I = 10µM*
(17) COc1ccccc1-c1ccc(SCc2ccc([N+](=O)[O-])cc2)nn1
  A = 0%; B = 12%; C = -2%; D = -2.6; E = -32%[inhibitor]; F = -12%; G = 3%; H = -2; I = ?
(18) CCOc1cc(/C=N\NC(=O)c2ccc(C)nc2)cc([N+](=O)[O-])c1O
  A = -5%; B = 4%; C = -6%; D = -0.3; E = i; F = -29%; G = -4%; H = nt; I = 0%
(19) O=C(O)c1cc2nccc(-c3ccco3)n2n1
  A = -13%; B = -1%; C = -24%; D = -0.5; E = -20%; F = 76%[activator]; G = -7%; H = ?; I = 12%
(20) COc1ccc(CCNC(=O)CCc2nc3sc4c(c3c(=O)[nH]2)CCCC4)cc1
  A = ?; B = 10%; C = -3%; D = 0.1; E = i; F = -4%; G = -19%; H = ?; I = 23%
(21) CCOc1ccc(C(C(=O)NCC2CCCO2)N(C(=O)c2snc(C(N)=O)c2N)c2ccc(F)cc2)cc1 (configuration not stated)
  A = ?; B = 3%; C = -12%; D = -0.9; E = i; F = 1%; G = 2%; H = 0; I = -24%
(22) O=C(c1cc(F)ccc1F)C1CCCN(C(=O)c2ccc(F)cc2Cl)C1 (configuration not stated)
  A = -15%; B = 11%; C = 1%; D = -1.7; E = -28%; F = -2%; G = 1%; H = -4; I = ?
(23) O=C(Cn1ccn(-c2ccc(F)c(F)c2)c(=O)c1=O)NCCc1ccccc1
  A = -5%; B = -5%; C = 0%; D = -1.0; E = ?; F = 1%&5%; G = -2%; H = 5; I = -26%&10%
(24) CCNC(=O)N(C)c1nncnc1C(=O)NC
  A = -14%; B = 0%; C = -15%; D = 1.5; E = -3%; F = 1%; G = 5%; H = 1; I = 14%
(25) O=C(CSc1nc2ncccc2[nH]1)NCCc1ccccc1
  A = 1%; B = -6%; C = -10%; D = 1.9; E = i; F = -11%; G = 4%; H = 7; I = 13%
(26) CC1=C(C(=O)Nc2ccccc2C(=O)NC2CCC(C)CC2)SCCO1 (configuration not stated)
  A = 14%; B = 6%; C = -12%; D = -2.6; E = i; F = -4%; G = 11%; H = -5; I = -17%
(27) Cn1cncc1C(=O)c1ccccc1
  A = 1%; B = 6%; C = -6%; D = 1.7; E = -2%; F = 0%; G = -3%; H = 0; I = -14%
(28) COc1ccc(CCNc2c(C)c(C)nc3ncnn23)cc1
  A = -1%; B = 16%; C = -3%; D = -1.2; E = -30%; F = ?; G = 7%; H = nt; I = -2%
(29) OC[C@H]1O[C@@H]2O[C@H]3[C@H](O)[C@@H](O)[C@@H](O[C@H]4[C@H](O)[C@@H](O)[C@@H](O[C@H]5[C@H](O)[C@@H](O)[C@@H](O[C@H]6[C@H](O)[C@@H](O)[C@@H](O[C@H]7[C@H](O)[C@@H](O)[C@@H](O[C@H]1[C@H](O)[C@H]2O)O[C@@H]7CO)O[C@@H]6CO)O[C@@H]5CO)O[C@@H]4CO)O[C@@H]3CO
  A = 3%; B = 1%&1%; C = ?; D = 1.4; E = 1%; F = 1%; G = -2%; H = -9; I = 10%
(30) Cc1ccn2cc(C(=O)NC3CCN(Cc4ccccc4)CC3)nc2c1
  A = -5%; B = -3%; C = -8%; D = -1.5; E = -20%[57.5 µM]; F = 12%; G = 2%; H = nt; I = -5%

Short forms: A = EPAC1 antagonist; B = GLP-1R agonist; C = PLK1 PBD inh; D = IL2 activator; E = PTHR1 agonist; F = HEK293 tox; G = EPAC1 ag; H = PI5P4K alpha inh; I = GLP1R inv ag
(31) CCN1C(=O)/C(=C\C=C\c2ccccc2[N+](=O)[O-])SC1=S
  A = 14%; B = 3%; C = -2%; D = -0.4; E = -15%; F = 1%; G = 0%; H = -3; I = -28%
(32) CC1CCCN(C(=O)COC(=O)C2CCN(S(=O)(=O)c3ccc(Cl)c(C(F)(F)F)c3)CC2)C1 (configuration not stated)
  A = 16%; B = -6%; C = 1%; D = -0.5; E = -44%[inhibitor]; F = 7%; G = -6%; H = 8; I = -5%
(33) COc1ccc(C(=O)NNS(=O)(=O)c2ccc(C)cc2)cc1
  A = 0%; B = -1%; C = 0%; D = -2.5; E = i; F = -5%; G = 7%; H = 5; I = 12%
(34) O=C(NC1CCCCC1)N1CCC(c2nc(-c3ccc(S(=O)(=O)N4CCCC4)cc3)no2)CC1
  A = -8%; B = 1%; C = 2%&-12%; D = 0.0; E = -32%[inhibitor]; F = 8%; G = 7%; H = -5; I = 2%
(35) COC(=O)c1cc(Cl)nc2ccccc12
  A = -27%; B = -1%; C = -5%; D = -0.3; E = i; F = 5%[7.66 µM]; G = -1%; H = 2; I = 21%[7.66 µM]
(36) COc1ccc(C2NC(=O)NC(C)=C2C(=O)Nc2cc(C)ccc2C)cc1OC (configuration not stated)
  A = -2%; B = -7%; C = -3%; D = -0.4; E = 14%[57.5 µM]; F = 1%; G = 3%; H = -5; I = 1%
(37) COc1ccc(-c2noc(CCCC(=O)Nc3cccnc3)n2)cc1OC
  A = 6%; B = 11%; C = -9%; D = -0.1; E = i; F = 5%; G = 10%; H = 3; I = 7%
(38) CC1(C)Cc2c(sc(N)c2C#N)C(C)(C)N1
  A = 12%; B = 9%; C = ?; D = 0.1; E = ?; F = -8%; G = 8%; H = 0; I = 4%
(39) Cc1cccnc1NC(=O)c1cccc(S(=O)(=O)N2CCCC2)c1
  A = 4%; B = -7%; C = -3%; D = -0.2; E = i; F = 2%; G = -3%; H = -3; I = -20%
(40) CC(C)CCNC(=O)C(c1ccc(O)cc1)N(Cc1cccs1)C(=O)C1COc2ccccc2O1 (configuration not stated)
  A = -18%; B = -21%; C = -2%; D = -2.5; E = -17%; F = ?; G = -16%; H = 7; I = 11µM*
(41) CCCc1cc(=O)oc2c(C)c(OCC(=O)NCCCn3ccnc3)ccc12
  A = -3%; B = 8%; C = -6%; D = -2.6; E = -23%; F = 1%; G = 7%; H = 1; I = ?
